Pf Dd2 inh – inhibitors of Plasmodium falciparum Dd2 growth; Potency, µM (titrated, usually from 28.9 µM), inactives show at the top dose activity, negative = inhibition, usual class: inhibitors; 120,000 compounds, 4.3% hits; P. falciparum Dd2 growth, SYBR Green, 72 h; active = well fitted inhibition curve with a large enough effect; inconclusive = small, poorly fitted or top-dose-only effect; inactive = no such curve, though single readings can be large or run the other way;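 also: plate controls were DMSO vehicle for no effect and reference drug for full effect; nearly all actives have a fitted effect of over 65% in size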
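Infected erythrocytes (Dd2, 0.3% parasitemia, 2.5% hematocrit final) are added to compound in RPMI-1640/Albumax II medium, grown 72 h at 37C in low oxygen, then lysed with saponin/Triton-X containing SYBR Green and read by fluorescence.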
An asterisk follows results filed as active; i = inactive; ? = inconclusive; ! = not active in a repeat; [ ] = remark or other dose. Potency is read from the fitted curve at half-maximal effect. A portion of the library. The share of hits here may be higher or lower than overall.

SMILES	Pf Dd2 inh
Cc1cc(Cl)ccc1-n1nc(C)c([C@@H]2C=C[C@@H](NC(=O)CCCC(=O)O)C2)c1C	?
CC1=C(C(=O)OCC2CCCCC2)C(c2c(F)cccc2Cl)CC(=O)N1 (stereo not drawn)	i
COc1ccc(-n2ncc(C(=O)NCc3ccccc3)c2C2CCN(C(=O)OC(C)(C)C)CC2)cc1	?
COc1cccc(OCCCCn2c(-c3ccc(Cl)cc3)nc3ccccc3c2=O)c1	10µM*
Cc1ccc(C2=NC3(CCN(C(=O)c4n[nH]c5c4CCCC5)CC3)ON2)cc1	-19%
COc1cc2c(cc1OC)C(CNC(=O)Cc1ccccc1)N(C(=O)Nc1ccccc1F)CC2 (stereo not drawn)	?
COc1ccc(OC)c(CNS(=O)(=O)c2ccc3[nH]c4c(c3c2)CCCCC4)c1	16%
CCOc1ccccc1NC(=O)Cn1nnc(C(=O)NCc2cccs2)c1N	-9%
O=C(CCc1nc2cccnc2n1Cc1ccccc1)NCc1cccc(Cl)c1	?
CCn1cc(C(=O)N2CCc3nc(NC)nc(C(=O)N4CCCC4)c3C2)c(C)n1	-2%
COCC(=O)Nc1ccc([C@H]2OCC(=O)N(C3CCOCC3)[C@@H]2CO)cc1	i
O=c1c2ccccc2nc(/C=C/c2cccc3ccccc23)n1-c1ccc(F)cc1F	35%[activator]
O=C(NCCc1cccc(F)c1)C1CCCN(C2CCN(C(=O)C3CC3)CC2)C1 (stereo not drawn)	-29%
N#Cc1cccc(C2CCN(c3cc(C4CC4)ncn3)CC2)c1	?
CCC1=Nc2cc(C(=O)NCC(C)c3ccccc3)ccc2Sc2ccc(C)cc21 (stereo not drawn)	11µM*
CCc1ccc(CN(Cc2ccco2)C(=O)COc2ccc(Cl)c(C)c2)cc1	-15%
Cn1ncc(N2CCOC(CCNC(=O)c3cccnn3)C2)cc1=O (stereo not drawn)	-3%
Cc1cc(C(=O)NC2CCCc3c2[nH]c2c(Cl)cccc32)c2c(C)noc2n1 (stereo not drawn)	i
COc1cccc(C(=O)NCc2nnc3c(-c4nc(C(C)C)no4)cccn23)c1	?
Cc1cccc(=O)n1CCC(=O)N1CCn2nc(C(O)C3CC3)cc2C1 (stereo not drawn)	-7%
CCN(Cc1ccccc1)C(=O)c1cc2ccc3cccnc3c2[nH]1	?
COc1cccc(NC(=O)N[C@H]2CCN(C(=O)CSC)[C@@H]2C(=O)N[C@@H](CCCNC(=O)CSC)C(N)=O)c1	-16%
CC(C)(CC(=O)OCC(=O)Nc1ccccc1F)CC1=NS(=O)(=O)c2ccccc2N1	-25%
CN(C)C[C@@H]1CN(Cc2ccccn2)C[C@H]1NS(=O)(=O)Cc1ccccc1	?

Quoted at random: 2 entries already listed.
SMILES	Pf Dd2 inh
CCN(Cc1ccccc1)C(=O)c1cc2ccc3cccnc3c2[nH]1	?
N#Cc1cccc(C2CCN(c3cc(C4CC4)ncn3)CC2)c1	?

Continued:
SMILES	Pf Dd2 inh
O=C(c1ccsc1)N1CCCC(c2nc(C3CCOCC3)no2)C1 (stereo not drawn)	61%[activator]
CCOc1ccccc1NC(=O)Cn1nnc2sc(-c3ccccc3)cc2c1=O	17%
O=C(CN1C(=O)C2(SCC(=O)N2c2cccc(F)c2)c2ccccc21)NCCc1ccccc1 (stereo not drawn)	?
COc1ccc(-c2nc3nc(C)cc(Nc4cccc(C(F)(F)F)c4)n3n2)cc1	6%
COc1ccc(NC(=O)Cn2cccc2-c2nc(-c3ccccc3)no2)cc1OC	?
Cc1c(NC(=O)c2cc(=O)c3cc(Cl)ccc3o2)c(=O)n(-c2ccccc2)n1C	i
O=C1CC(c2ccccc2)c2c(n3ncnc3[nH]c2=O)N1 (stereo not drawn)	19%
COc1ccc(C(=O)N2CCOC3(CCN(C(=O)c4c(C)noc4C)CC3)C2)cc1	38%[activator]
Cc1cc(C)cc(NC(=O)NCCc2c(C)nn(C)c2C)c1	i
COc1cccc(N2CCN(c3ncnc4c3c(-c3ccccc3)cn4-c3ccc(F)cc3)CC2)c1	-14%
CN(Cc1ccc(-n2cccn2)cc1)C(=O)CCn1nnnc1CN1CCOCC1	-5%
O=C(C[C@H]1NC(=O)c2ccccc2NC1=O)Nc1nc2c(s1)CCC2	?
CNC(=O)[C@@H]1CN(C(=O)c2cc3cc(OC)ccc3[nH]2)C[C@H]1CO	-5%
O=C(NCCCn1ccnc1)c1ccc(-c2ncc3cnc(-c4cccc(F)c4)cn23)cc1	?
Cc1nc(-c2ccccc2)n(CC(=O)Nc2ccccc2)c(=O)c1CCO	?
CC1(c2ccccc2)N(Cc2ccccc2)C(=O)OC12CCN(C(=O)Cc1ccc(O)cc1)CC2 (stereo not drawn)	?
Cc1nn(C)c(C)c1CCC(=O)N1CCC(C2CCN(S(C)(=O)=O)CC2)C1 (stereo not drawn)	15%
NC(=O)[C@@H](Cc1ccccc1)NC(=O)C1=C[C@@H](NC(=O)c2ccco2)[C@@H](O)[C@H](O)C1	-14%[44.1 µM]
O=C(c1cc(Cl)ccc1F)N1CCN(c2cc(-c3cccs3)[nH]n2)CC1	i
Cc1ccc(NC(=O)c2ccc(=O)n(CC(=O)Nc3ccccc3)n2)cc1	5%
Cc1nc(CN2C(=O)OC3(CCN(C(=O)c4ccnn4C)CC3)C2(C)c2ccccc2)cs1 (stereo not drawn)	?
O=C1NC2(CN(C(=O)c3ccc4c(c3)OCO4)C2)Oc2ccccc21	i
O=C(Cn1cccc1-c1nc(-c2ccc(F)cc2)no1)N1CCN(c2ccc(F)cc2)CC1	54%[activator]
O=c1cc(-c2cccnc2)oc2c(NCc3ccc(F)cc3)nccc12	11µM*
CCc1ccc(C(=O)N2C[C@@H](COC)[C@H](c3nc(C)no3)C2)cc1	9%
Cc1noc(C2CC3(CCN(C(=O)c4cc5ccccc5[nH]4)CC3)CN2C)n1 (stereo not drawn)	-15%
Cc1ccc(NC(=O)Cn2c(-c3ccccc3)nc(C)cc2=O)cc1	i
COc1ccc2c(C)c(C(=O)N3CCOC(c4ccc(F)cc4)C3)oc2c1 (stereo not drawn)	-15%
Cc1ccc(-c2nnc(C3CN(C(=O)c4cc(C)cc(C)c4)CC34CCOCC4)o2)cc1 (stereo not drawn)	-5%
Cc1ccccc1CNCCCSc1nnnn1C	?
CNC(=O)c1cn2c(n1)CN([S+](=O)([O-])c1c(C)noc1C)CC2	44%[activator]
O=C(NCCn1ccnc1-c1cc2n(n1)CCNC2)c1ccncc1	15%
O=C(NCc1ccccc1)[C@@H]1Cc2nc[nH]c2CN1Cc1cccc(OC(F)(F)F)c1	10µM*
COc1ccc(NC(=O)C(=O)NCCc2ccc(OC)c(OC)c2)c(OC)c1	-16%
CC(C)CC(=O)N1CCCC(Cc2nc(C3CCOCC3)no2)C1 (stereo not drawn)	26%
Cc1ccc(CNC(=O)C2CCN(c3nc4ccccc4n(C)c3=O)CC2)cc1	14%
Cc1ccc([S+](=O)([O-])NC[C@@H]2CC[C@H]3C[C@@H]2C3(C)C)cc1	i
CN(CC1CCOCC1)S(=O)(=O)c1ccccc1Cl	4%
CC(=O)Nc1ccc(S(=O)(=O)NC2(C(F)(F)F)C(=O)Nc3c2c(=O)[nH]c(=O)n3-c2ccc(C)cc2)cc1 (stereo not drawn)	43%[activator]
Cc1cc(C)n(-c2cccc(CN(C)C(=O)C3CCC(=O)N(C4CCCC4)C3)c2)n1 (stereo not drawn)	-9%
CN1c2cc(C(=O)Nc3cccc(OC(F)(F)F)c3)ccc2C(=O)N2CCCCCC21 (stereo not drawn)	?
CCCCCC(=O)Nc1nc2c(s1)C[C@@H]1[C@](C)(CO)[C@H](O)CC[C@@]1(C)[C@@H]2CC(=O)NC1CCCC1	11µM*
CCNC(=O)c1cccnc1OC1CCN(C(=O)c2cccc(OC)c2)C1 (stereo not drawn)	-7%
CCOc1ccc(N2C(=O)c3[nH]nc(-c4ccccc4)c3C2c2ccc(O)c(OC)c2)cc1 (stereo not drawn)	?
CC(C)C(=O)N1c2nc(-c3ccco3)nn2C2(CCCCC2)[C@@H]2CCCC[C@@H]21	12%
COc1ccc(C(=O)N2CCN(C(=O)c3ccccc3)C[C@@H]2C(=O)N[C@H]2CCCNC2=O)cc1	?
Cc1nc(C2CC(O)C2)cc(N2CCC(OCc3cccnc3)CC2)n1 (stereo not drawn)	-24%
COc1ccc(CN(C)Cc2ccccc2C(F)(F)F)cc1	-9%[44.1 µM]
COc1ccc(C(=O)N2CCC(C(NC(=O)c3ccccc3Cl)C(=O)N3CCCCC3)CC2)cc1 (stereo not drawn)	?
Cc1ccccc1-c1nc2cnccn2c1NCCC(=O)NCc1ccco1	-17%
CN1CCN(C)C2(CCN(C(=O)c3cn4cc(Cl)ccc4n3)CC2)C1	-25%
Cc1noc(C)c1S(=O)(=O)N1CCCC(C(=O)Nc2ccc(C(C)C)cc2)C1 (stereo not drawn)	92%[activator]
COc1ccc(C(=O)NC2CCN(c3cnn(C)c(=O)c3)CC2)c(OC)c1	-19%
Cc1cc(C)c2oc(C(=O)Nc3ccc(S(=O)(=O)N4CCCCC4)cc3)cc(=O)c2c1	23%
Cc1ccc2oc(C(=O)N3CCC(c4nc5ccccc5s4)CC3)c(C)c2c1	31%[activator]
O=C(NCC1CCOCC1)Nc1ccc(C(F)(F)F)cc1	-10%
Cc1ccc(C)c(CC(=O)N2CCN(CCO)CC(O)C2)c1 (stereo not drawn)	-18%
O=[S+]([O-])(c1cccs1)N1CCc2nc(C3CC3)nc(-c3ccc(Cl)cc3)c2CC1	4µM*
CN(C)CCCNC(=O)c1ccc2c(c1)N(S(C)(=O)=O)CC2	-16%
Cc1cccc(-n2nc(-c3c(C)nc4scc(CC(=O)NC5CCCCC5)n4c3=O)cc2C)c1C	-6%
Further results:
SMILES	Pf Dd2 inh
COc1ccc(NS(=O)(=O)c2cc3c(cc2C)N(C(C)=O)CCO3)cc1	?
CCC1CN(S(=O)(=O)c2cc(-c3onc(C)c3C)ccc2C)c2cc(Cl)ccc2O1 (stereo not drawn)	?
Cc1cc(C)cc(-c2ccc(CN3CCCC(c4nc5ccc(F)cc5c(=O)[nH]4)C3)cc2)c1 (stereo not drawn)	10µM*!
Cc1noc(C)c1CCCNC(=O)c1ccc(N(C)C2CCOC2)nc1 (stereo not drawn)	-9%
Cc1ccccc1Cn1cnc2nc3c(cc2c1=O)CC(C)CC3 (stereo not drawn)	-11%
CCOc1ccccc1NC(=O)C1=C(C)Nc2ncnn2C1c1cccs1 (stereo not drawn)	1%
O=C(Nc1ccc([C@@H](O)[C@H]2COCC(=O)N2Cc2ccc(F)cc2)cc1)c1cccs1	-16%
CC[C@H]1CN2CC[C@H]1C[C@@H]2CNCc1ccc(SC)cc1	?
CCNC(=O)N1[C@@H]2CC[C@H]1CC(NC(=O)c1ccc(F)cc1)C2 (stereo partly drawn)	14%
O=C(Cc1ccccc1)NCC1CCOCC1	29%
CC(C)c1cc(C2CCN(Cc3cn[nH]c3-c3ccccc3)CC2)[nH]n1	?
O=C1c2ccccc2CN1C1CCN([S+](=O)([O-])c2ccccc2)CC1	9%
CCCN(Cc1nc(-c2ccc(C(F)(F)F)cc2)oc1C)CC1CCCO1 (stereo not drawn)	?
CN1CCN([C@H]2CCN(C(=O)c3ccsc3)C[C@H]2CCCO)CC1	1%
Cc1noc(-c2ccc(NCc3ccccc3)c([N+](=O)[O-])c2)n1	27%
COCCC(=O)N1CCC2(CC1)CC(N(Cc1ccc(F)cc1)C1CC1)CCO2 (stereo not drawn)	?
c1ccc(N2CCN(c3ncnc4[nH]ncc34)CC2)cc1	-10%
COc1cccc(CNC(=O)[C@@H]2C[C@@H](O)CN2C2CCN(C(=O)c3sc(C)nc3C)CC2)c1	-19%
O=C(c1ccc(F)cc1)N1CCC(Cc2nc(-c3cnccn3)no2)CC1	-23%
Cc1cccc(C)c1NC(=O)CCC(=O)N1Cc2ccccc2Oc2ncccc21	-7%
COc1ccc(-n2c(=O)c3c(n2Cc2ccccc2)CN(C(=O)C(C)C)CC3)cc1	i
Cc1ccc(CN(C(=O)COc2c(C)cccc2C)C2CCS(=O)(=O)C2)o1 (stereo not drawn)	55%[activator]
Cc1ccc(S(=O)(=O)N2CCCCCC2c2nnc(C)o2)c(C)c1 (stereo not drawn)	i
O=C(c1nc(-c2ccc(Cl)cc2)c2ccccn12)N1CCN(c2ncccn2)CC1	?

Filtered by structure, those above with an NH in an aromatic ring
SMILES	Pf Dd2 inh
Cc1ccc(C2=NC3(CCN(C(=O)c4n[nH]c5c4CCCC5)CC3)ON2)cc1	-19%
COc1ccc(OC)c(CNS(=O)(=O)c2ccc3[nH]c4c(c3c2)CCCCC4)c1	16%
Cc1cc(C(=O)NC2CCCc3c2[nH]c2c(Cl)cccc32)c2c(C)noc2n1 (stereo not drawn)	i
CCN(Cc1ccccc1)C(=O)c1cc2ccc3cccnc3c2[nH]1	?
O=C1CC(c2ccccc2)c2c(n3ncnc3[nH]c2=O)N1 (stereo not drawn)	19%
CNC(=O)[C@@H]1CN(C(=O)c2cc3cc(OC)ccc3[nH]2)C[C@H]1CO	-5%
O=C(c1cc(Cl)ccc1F)N1CCN(c2cc(-c3cccs3)[nH]n2)CC1	i
Cc1noc(C2CC3(CCN(C(=O)c4cc5ccccc5[nH]4)CC3)CN2C)n1 (stereo not drawn)	-15%
O=C(NCc1ccccc1)[C@@H]1Cc2nc[nH]c2CN1Cc1cccc(OC(F)(F)F)c1	10µM*
CC(=O)Nc1ccc(S(=O)(=O)NC2(C(F)(F)F)C(=O)Nc3c2c(=O)[nH]c(=O)n3-c2ccc(C)cc2)cc1 (stereo not drawn)	43%[activator]
CCOc1ccc(N2C(=O)c3[nH]nc(-c4ccccc4)c3C2c2ccc(O)c(OC)c2)cc1 (stereo not drawn)	?
Cc1cc(C)cc(-c2ccc(CN3CCCC(c4nc5ccc(F)cc5c(=O)[nH]4)C3)cc2)c1 (stereo not drawn)	10µM*!
CC(C)c1cc(C2CCN(Cc3cn[nH]c3-c3ccccc3)CC2)[nH]n1	?
c1ccc(N2CCN(c3ncnc4[nH]ncc34)CC2)cc1	-10%

Source: PubChem (National Center for Advancing Translational Sciences (NCATS))
